Compound activity (PubChem BioAssay)
JMJD2E inh: inhibitors of human JMJD2E histone demethylase; B2RXH2; JMJD2E catalytic domain, FDH-coupled NADH fluorescence (FDH is formaldehyde dehydrogenase); Potency, µM (titrated, usually from 57.1 µM), inactives show at the top dose activity change, negative = inhibition, usual class: inhibitors; 1.6% of 230,000 active; AID 2147; active = well fitted inhibition curve with a large enough effect, not every such curve was filed as active; inconclusive = small, poorly fitted or top-dose-only effect, or another doubt; inactive = no such curve, though single readings can be large or run the other way;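 note: 0% = wells with enzyme and -100% = buffer wells without enzyme; nearly all actives have a fitted effect of over 50% in size; many of its hits are not listed in these tables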
Target sequence (B2RXH2 1-337 limits assumed): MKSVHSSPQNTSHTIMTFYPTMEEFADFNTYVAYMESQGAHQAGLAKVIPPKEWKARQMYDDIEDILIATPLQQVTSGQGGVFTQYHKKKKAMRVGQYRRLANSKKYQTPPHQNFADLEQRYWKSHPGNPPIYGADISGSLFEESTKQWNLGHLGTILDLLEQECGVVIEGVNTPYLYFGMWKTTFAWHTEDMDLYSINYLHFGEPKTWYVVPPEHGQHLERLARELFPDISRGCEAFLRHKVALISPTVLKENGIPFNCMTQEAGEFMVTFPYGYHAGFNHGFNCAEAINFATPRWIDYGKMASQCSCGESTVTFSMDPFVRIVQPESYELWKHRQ
SMN2 splice enh: enhancers of SMN2 splice variant expression; HEK293 SMN2-luciferase splicing reporter, luminescence, 30-36 h; Potency, µM (titrated, usually from 46.1 µM), for inactives: at the highest dose activity change, positive = activation, actives largely listed as activators; 2.8% of 210,000 active; note: % of control where 0% means no effect; nearly all actives have a fitted effect of over 55% in size
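qHTS luciferase splicing reporter: luminescence rises when SMN2 exon 7 is included in transfected HEK293 cells. Compound exposure lasted 30-36 h at 37C, with 4.5 mM final sodium butyrate as control, followed by a ONE-Glo read.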
Tau ThT inhib: inhibitors of human tau fibril formation, thioflavin T binding | Potency, µM (highest dose often 57.4 µM), without a hit: top-dose activity, negative = inhibition, hits mostly inhibitors | recombinant tau K18 P301L (four-repeat tau fragment), heparin-induced fibrillization, ThT fluorescence | 2.1% of 270,000 active; note: % is set by controls: 0 for no effect and ±100 for the full control effect; nearly all actives have a fitted effect of over 55% in size
Target sequence (P10636 561-689 P618L limits assumed): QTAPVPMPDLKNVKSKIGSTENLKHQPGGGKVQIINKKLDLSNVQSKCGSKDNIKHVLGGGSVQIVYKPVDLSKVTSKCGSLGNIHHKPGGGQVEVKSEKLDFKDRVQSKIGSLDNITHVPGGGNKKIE
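Aggregation was driven by heparin (20 uM final) acting on recombinant tau […] bearing P301L in 100 mM sodium acetate pH 7; fibrils were detected with Thioflavin T.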
RECQ1 helicase: RECQ1 (human) helicase inhibition. P46063. RECQ1 DNA unwinding, red fluorescence kinetic read. Potency, µM (titrated, usually from 57.3 µM), inactives show at the top dose activity, negative = inhibition, usual class: inhibitors. 0.54% of 240,000 active. AID 2549;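 note: plate controls were vehicle for no effect and no enzyme for full effect; nearly all actives have a fitted effect of over 30% in size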
Target sequence (P46063 whole entry, looked up): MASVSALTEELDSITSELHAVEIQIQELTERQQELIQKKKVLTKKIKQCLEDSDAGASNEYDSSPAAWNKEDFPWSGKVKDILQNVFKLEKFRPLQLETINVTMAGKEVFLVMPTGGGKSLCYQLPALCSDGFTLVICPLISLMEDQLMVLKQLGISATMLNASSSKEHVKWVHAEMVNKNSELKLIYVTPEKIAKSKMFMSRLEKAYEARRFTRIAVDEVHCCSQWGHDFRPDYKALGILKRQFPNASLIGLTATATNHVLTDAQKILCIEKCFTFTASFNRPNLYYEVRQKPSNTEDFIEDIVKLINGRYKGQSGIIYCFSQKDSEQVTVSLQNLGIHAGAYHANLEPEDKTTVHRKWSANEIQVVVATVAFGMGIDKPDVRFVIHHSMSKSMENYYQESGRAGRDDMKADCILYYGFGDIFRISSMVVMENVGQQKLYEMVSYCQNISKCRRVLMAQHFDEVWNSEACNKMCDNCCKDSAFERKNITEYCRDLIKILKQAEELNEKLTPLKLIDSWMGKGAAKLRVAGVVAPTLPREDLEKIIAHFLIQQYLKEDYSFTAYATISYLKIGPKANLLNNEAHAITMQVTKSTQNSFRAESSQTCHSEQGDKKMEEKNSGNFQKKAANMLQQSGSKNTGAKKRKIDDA
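RECQ1T1 50 nM; forked duplex (20 bp + 30-nt ss tails) 200 nM, ATP 2 mM final; pH 8.0, 2 mM MgCl2, 2.5 ug/ml poly(dI-dC); 15 min compound preincubation; discontinuous kinetic read over 2 h at RT.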
ALDH1A1 inh: blocks purified human ALDH1A1 activity. P00352. Purified ALDH1A1, NADH fluorescence, propionaldehyde substrate. Potency, µM (top dose mostly 75.3 µM), inactives show top-dose activity, negative = inhibition, most hits filed as inhibitors. 7.3% of 220,000 active; active = well fitted inhibition curve with a large enough effect, not every such curve was filed as active; inconclusive = small, poorly fitted or top-dose-only effect, or another doubt; inactive = no such curve, though single readings can be large or run the other way;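 note: plate controls were no enzyme wells and a reference inhibitor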
L3MBTL1 inh: inhibitors of human L3MBTL1. Q9Y468. AlphaScreen L3MBTL1–H3K9me1 peptide binding. Potency, µM (series often up to 57.1 µM), inactives show at the top dose activity, negative = inhibition, most hits filed as inhibitors. 0.66% of 230,000 active. AID 485360; note: % is set by controls: 0 for no effect and ±100 for the full control effect; nearly all actives have a fitted effect of over 60% in size
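L3MBTL1 50 nM + b-AHA-H3(1-15)K9me1 75 nM, 30 min RT; compound added, 30 min RT; streptavidin donor/Ni-chelate acceptor beads 10 ug/mL each final, 30 min RT dark; AlphaScreen read.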
Lamin A splicing: LMNA splicing modulation; HeLa LMNA splicing GFP/RFP minigene ratio, 48 h; Potency, µM (series often up to 46.1 µM), for the others: top-dose ratio change, negative = inhibition, most hits filed as inhibitors; 0.01% of 200,000 active; active = well fitted inhibition curve with a large enough effect in the signal ratio, with a control signal flat, not every such curve was filed as active; inconclusive = small, poorly fitted or top-dose-only effect, or effect the other way, or a change in a side signal; the % refers to the signal ratio; note: % is set by controls: 0 for no effect and ±100 for the full control effect
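Read-out is the ratio of GFP to DsRed2 object intensity, acquired by 488 nm laser-scanning cytometry on HeLa lamin A-EGFP minigene reporter cells. Compound incubation 48 hrs at 37 °C in Opti-MEM with 2% FBS; DMSO 0.5% final.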
Luc counter: Kinase-Glo luciferase inhibition (counter-screen); Q27757; Kinase-Glo luciferase, ATP luminescence, 8 min; Potency, µM (titrated, usually from 38.3 µM), for the others: at the top dose activity change, negative = inhibition, hits mostly inhibitors; 0.28% of 200,000 active; note: % is set by controls: 0 for no effect and ±100 for the full control effect; nearly all actives have a fitted effect of over 60% in size
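Luminescence was the read-out, taken after 8-minute incubation at ambient temperature. Luciferase turned over luciferin with 10 uM ATP in imidazole pH 7.2 buffer containing KCl, MgCl2, Tween 20 and BSA.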
An asterisk follows results filed as active; i = inactive; ? = inconclusive; . = not tested or not shown; [ ] = remark or other dose. Unless noted, calls come from the whole dose curve; as a rule, active = well fitted curve in the direction sought with a large enough effect; inconclusive = small, poorly fitted or top-dose-only effect, or another doubt; inactive = no such curve, though single readings can be large; an effect the other way counts as inactive or inconclusive. Potency is the fitted concentration of half-maximal effect. Only part of the results is shown; rates above refer to the full screens.

Every second line gives: JMJD2E inh, SMN2 splice enh, Tau ThT inhib, RECQ1 helicase, ALDH1A1 inh, L3MBTL1 inh, Lamin A splicing, Luc counter
- O=C1CC(c2ccc(Cl)cc2)CC(=O)C1CS(=O)(=O)c1ccccc1 (stereo unspecified)
→ -27%, -6%, ?, -6%, 7.1µM*, ., ., -1%
- NS(=O)(=O)c1ccc(CNC(=O)Cc2ccccc2F)cc1
→ 12%, 14%, 1%, -2%, 6%, 30%, ?, 0%
- Cc1ccc(N/C(SCc2ccccc2C)=C(/C#N)C(=O)NCc2ccco2)cc1C
→ -2%, -11%, 0%, -19%, 8%, -2%, ?, 0%
- Cn1cc2ccc([N+](=O)[O-])cc2n1
→ -6%, ., -4%, -4%, ., 1%, ., .
- CCc1cc(C(=O)c2ccc(OC)cc2)c(N)s1
→ 4%, ., -19%, -2%, ., -29%, ., .
- CC(C)(C)OC(=O)N1CCC(c2c(C(=O)O)cnn2-c2ccccc2Cl)CC1
→ 1%, 0%, -8%, -4%, 3%, -1%, 0%, 3%
- O=C(CCN1C(=O)c2ccccc2C1=O)OCn1nnc2ccccc2c1=O
→ 2%, 7%, -2%, -8%, -2%, -3%, 0%, 1%
- N#C/C(=N\Nc1ccc(Cl)cc1)C(=O)c1ccsc1
→ 1%, ., 5µM*, 0%, -3%, -1%, ., .
- CCOc1ccc(CNC(=S)NCc2ccc(OCC)cc2)cc1
→ -1%, 8%, -6%, -4%, -3%, 2%, -3%, 0%
- COc1ccccc1CN1CCCC2(CCN(C(=O)c3cccn3C)CC2)C1
→ ., -5%, ., -5%, 8%, ., ., -2%
- COc1cccc(-c2cc(C(=O)Nc3c(C)n(C)n(-c4ccccc4)c3=O)no2)c1
→ 2%, -16%, -11%, -9%, ?, ., -1%, 16%
- CCOC(=O)C1=C(C)Nc2ccccc2N=C1NC(=O)C(CC)c1ccccc1 (stereo unspecified)
→ 4%, 13%, -9%, -10%, -50%, 4%, -8%, -3%
- CCOC(=O)N1CCN(C(=O)CC(=O)Nc2ccc3nc4n(c(=O)c3c2)CCCCC4)CC1
→ ?, -17%, -16%, 3%, ?, 30%[activator], 13%, 2%
- O=C(NC1CCCc2ccccc21)c1ccc(Br)cc1 (stereo unspecified)
→ -2%, ., -10%, -4%, 7%, -5%, ?, .
- NC(=O)CNC1CC(=O)N(CCc2ccccc2)C1=O (stereo unspecified)
→ 3%, -10%, -7%, -1%, ?, ., 6%, 7%
- COc1ccccc1/C=N/Nc1cc(N(C)C)nc(N(C)C)n1
→ ?, -7%, ?, 3%, -8%, ., ., 1%
- c1ccc(-n2cnc3cc(NCc4cccs4)ccc32)cc1
→ ?, 17%, ?, -18%, ?, -20%, ?, 0%
- Cc1ccc(S(=O)(=O)N2CCCN(c3nc4cc(C)ccc4cc3C#N)CC2)cc1
→ ?, -43%[inhibitor], -5%, -3%, ?, 58%[activator], -18%, 1%
- CC(=O)c1ccc(OCCCC(=O)Nc2cccc(S(=O)(=O)N(C)C)c2)cc1
→ 7%, -31%[inhibitor], -1%, 1%, ?, 2%, -23%, 2%
- CNS(=O)(=O)c1ccc(NC(=O)c2ccc(Cl)cc2Cl)cc1
→ 9%, -9%, 2%, -6%, 0%, 8%, -10%, 11%
- CCN(CC)c1ccc2oc(=O)c(C)nc2c1
→ ?, -9%, 7.9µM*, ?, 1µM*, 12%, 4%, -4%
- N#Cc1ccccc1NC(=O)C1SC(=Nc2ccccc2)C(C(=O)Nc2ccc(Cl)cc2)=C1N (stereo unspecified)
→ ?, -86%[inhibitor], ?, 24%, ?, -23%, ., -2%
- Cc1ccc(S(=O)(=O)NN=C2CCN(Cc3ccccc3)CC2)cc1
→ -4%, 8%, -11%, 0%, 3.5µM*, 5%, 1%, -1%
- CCO[C@H]1OC(C(=O)N2CCN(C)CC2)=C[C@@H](c2csc3ccccc23)[C@@H]1CCCO
→ 2%, ., 10%, i, -9%, 6%, ., .
- CCOCC(=O)Nc1cccc(OC)c1
→ -9%, 27%, 1%, -3%, ?, -13%, -10%, -2%
- CCOc1nc(NC(=O)NS(=O)(=O)c2ccccc2F)nc(-c2ccccc2)n1
→ 2%, -7%, -1%, i, -7%, ., 1%[9.22 µM], -12%
- CNS(=O)(=O)c1c(C)cc(C)c(N(C)S(=O)(=O)c2ccccc2)c1C
→ -7%, ., -12%, -9%, -7%, 2%, 12%[46 µM], -1%
- COc1cccc(NC(=O)N2CCCC2)c1
→ -6%, -2%, 12%, i, 2%, -26%[2.29 µM], ., -4%
- Cc1ccc(C(=O)NCc2ccco2)cc1S(=O)(=O)N1CCCCC1
→ 4%, -14%, -16%, i, -11%, -12%, 14%, 1%
- COCC(=O)Nc1cc(=O)n(C)c(=O)n1C
→ 0%, 2%, ?, -14%, 6%, 5%, -9%, 3%
- Cc1ccc(S(=O)(=O)CCc2nnc(NC(=O)c3cccs3)s2)cc1
→ -1%, -14%, 4%, -6%, 13%, -9%, -13%, -2%
- O=S(=O)(NCCSc1ccccn1)c1ccc(Br)cc1
→ 2%, ., 2%, -9%, ?, 65%[activator], 17%[46 µM], -3%
- O=C(Nc1cccc(NC(=S)NC(=O)c2cccs2)c1)c1ccccc1
→ 7%, 26%, 1%, 8%, ?, 1%, 0%, 0%
- COc1cc2[nH]c(=O)n(CCCCCC(=O)NCCCN3CCC(C)CC3)c(=O)c2cc1OC
→ ?, 7%, 2%, 7%, ?, -3%, -5%, 1%
- C=CCN(Cc1cc(OC)ccc1OC)S(=O)(=O)N(C)C
→ -7%, -9%, -6%, -3%, 20%, -1%, -5%, 5%
- COC(=O)c1cc(S(=O)(=O)n2nc(C)c(Br)c2C)c(Cl)cc1Cl
→ -1%, -16%, ?, i, -1%, ., 13%, 1%
- COc1ccc(-c2ccc(CCC(=O)O)n2-c2ccccc2O)cc1
→ ?, 7%, ?, -15%, ., -22%, ., .
- Cc1cc(Nc2ccccc2C(=O)O)n(-c2cccc(Cl)c2)n1
→ -1%, ., -7%, -12%, ., -2%, ., .
- CC1(CC(=O)N/N=C/c2cc(Br)c(O)cc2O)OCCO1
→ 25µM*, -6%, -11%, -12%, -1%, 14%, ?, 6%
- CCN(CC)C(=O)c1cnn(-c2ccccc2)c1NC(=O)c1cccs1
→ -1%, 12%, 1%, 5%, 6%, 15%, -12%, 3%
- COC(=O)c1ccc(C(NC(=O)OCc2ccccc2)/C(C)=C/[C@@H](C)C(=O)NCCN2CCOCC2)cc1 (stereo partly specified)
→ 12%, -11%, -1%, -5%, -5%, ., ., -2%
- CC(=O)c1ccc(NCC(=O)N2CCN(c3ccccc3)CC2)cc1
→ -9%, -23%, ?, -14%, ?, ., 0%, -4%
- CCOc1ccc(NC(=O)Nc2cccnc2)cc1
→ 15%, ., ?, -6%, 2%, -7%, ., .
- C=CCNC(=O)C1(c2ccccc2)CC1(Cl)Cl (stereo unspecified)
→ 3%, -4%, 11%, 2%, -7%, -9%, -10%, -1%
- Cc1c(NC(=O)c2ccc(=O)oc2)c(=O)n(-c2ccccc2)n1C
→ -24%, -2%, ?, 2%, ?, -14%, ?, -1%
- O=C(CCC(=O)Nc1ccccc1)N/N=C/C=C/c1ccccc1
→ -11%, -9%, -3%, -13%, 5%, -11%, -14%, -1%
- O=C(CN1C(=O)CCS(=O)(=O)c2ccccc21)Nc1cccc(F)c1
→ 10%, -6%, 1%, -6%, 17%, ., 3%, 1%
- N#Cc1cc2c(nc1SCc1ccccc1)CCCCC2
→ 4%, -17%, 0%, -1%, 8%, 10%, 5%, -3%
- Cn1nc(C(=O)OCC(=O)c2ccc[nH]2)c2ccccc2c1=O
→ -7%, 6%, 3%, -3%, -7%, -3%, ?, 0%
- CSc1n[nH]c(NC(=O)c2c(-c3c(Cl)cccc3Cl)noc2C)n1
→ -3%, ., -2%, -3%, ., 5%, ., .
- COCCNC(=O)Cc1cn(C)c2ccccc12
→ ?, -13%, -5%, i, 5%, ., -2%, -3%
- Cc1cccc(Oc2nccc(C(F)(F)F)c2C(=O)Nc2ccc(F)cc2F)c1
→ -6%, ., -13%, -6%, 4%, 7%, ., .
- O=C(O)CC(SCC(=O)Nc1ccc(S(=O)(=O)N2CCCC2)cc1)C(=O)O (stereo unspecified)
→ -10%, 10%, -7%, i, 8.9µM*, 7%, ?, -1%
- O=C(CN(Cc1ccco1)C(=O)CNS(=O)(=O)c1ccc(F)cc1)NCCc1ccccc1
→ 1%, -1%, 9%, ?, 4%, -10%[11.4 µM], -4%, 1%
- N#C/C(=C\c1ccc(OC(=O)c2ccc(Cl)s2)cc1)c1nc2ccccc2[nH]1
→ ?, 18µM*, ?, 1%, 5%, -14%, -2%, 2%
- Cc1ccc2c(c1)C1CN(C)CCC1N2C(=S)Nc1ccc(OC(F)F)cc1 (stereo unspecified)
→ 3%, -36%[inhibitor], -4%, i, -1%, -7%, -23%[46 µM], 4%
- CCCOc1ccc(/C(O)=C2/C(=O)C(=O)N(CCOC)C2c2cccnc2)cc1 (stereo unspecified)
→ 6%, 4%, 1%, i, -1%, 14%, ?, 0%
- COc1ccc(-c2nc(-c3ccccc3)ncc2S(C)(=O)=O)cc1
→ -7%, 2%, 7%, i, 4%, 4%, 9%[46 µM], -1%
- CC1=CC2=NC(=O)/C(=C\c3cccn3CCOc3cccc(C)c3)C(=N)N2O1
→ 0%, ?, ?, -8%, -8%, -3%, -6%, 0%
- COC(=O)c1nc[nH]c1C(=O)OC
→ 4%, ., -1%, -2%, ., 8%, ., .

More structures follow:
Every second line gives: JMJD2E inh, SMN2 splice enh, Tau ThT inhib, RECQ1 helicase, ALDH1A1 inh, L3MBTL1 inh, Lamin A splicing, Luc counter
- COc1ccc(C(=O)N/C(=C\c2ccc3c(c2)OCO3)C(=O)Nc2cccc(C(=O)O)c2)cc1
→ -12%, 13%, -6%, 7%, ?, 0%, -5%[46 µM], 5%
- O=C(CCn1nc(-c2ccccc2)ccc1=O)NCCCN1CCCCCC1
→ -20%, -1%, -7%, i, 0%, 0%, 8%, -1%
- O=C(OCC1CCCN2CCCCC12)c1ccc2c(c1)OCO2 (stereo unspecified)
→ -13%, -1%, 3%, -3%, 4%, 2%, 12%, -1%
- Cc1nc2ccc3[nH]snc3c2n1
→ ?, ?, ?, 20%, ?, ., 11%, -1%
